From PubChem
ASAP1 inh = blocks human ASAP1-stimulated Arf1 GTP hydrolysis; inhibition, % at 16.5 µM; GDP FP detection; Q9ULH1; 0.19% of 360,000 active; AID 624377; in the data active = inhibition above about 25%;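 note: 0% = vehicle with enzyme and substrate and 100% = no enzyme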
ARFGAP1 inh = inhibits rat ARF GTPase activating protein 1; Q62848; AID 651572; inhibition, % at 16.5 µM; Arfgap1-stimulated ARF1 GTP hydrolysis, GDP FP detection; 0.26% of 360,000 active;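 active = inhibition above a per-plate limit, mean inhibition of low control wells plus 3 SD, cut at about 25% in these data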;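 note: 0% = DMSO wells with enzyme and 100% = wells lacking Arfgap1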
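System: truncated rat Arfgap1 GAP domain / Benchmarks: high control wells lacking Arfgap1, low control full reaction with DMSO / Times: compound-enzyme preincubation 20 min, reaction 120 min, detection 60 min, 25 °C / Repeats: one replicate per compound / Also added: human ARF1(Δ1-17)-GTP substrate / Measured by: Tracer-displacement fluorescence polarization with EDTA stop, 620/688 nm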
SIAE inh = human SIAE inhibition, primary screen; Q9HAT2; 0.69% of 370,000 active; SIAE FP-Rh probe binding, fluorescence polarization; inhibition, % at 9.66 µM; AID 1053197;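 active = inhibition above a cutoff: mean of compounds within the control limits plus 3 SD of those, cut at about 17% in these data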;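 note: 0% = plate median of compound wells and 100% = probe without SIAE protein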
Target sequence (Q9HAT2 whole entry, looked up): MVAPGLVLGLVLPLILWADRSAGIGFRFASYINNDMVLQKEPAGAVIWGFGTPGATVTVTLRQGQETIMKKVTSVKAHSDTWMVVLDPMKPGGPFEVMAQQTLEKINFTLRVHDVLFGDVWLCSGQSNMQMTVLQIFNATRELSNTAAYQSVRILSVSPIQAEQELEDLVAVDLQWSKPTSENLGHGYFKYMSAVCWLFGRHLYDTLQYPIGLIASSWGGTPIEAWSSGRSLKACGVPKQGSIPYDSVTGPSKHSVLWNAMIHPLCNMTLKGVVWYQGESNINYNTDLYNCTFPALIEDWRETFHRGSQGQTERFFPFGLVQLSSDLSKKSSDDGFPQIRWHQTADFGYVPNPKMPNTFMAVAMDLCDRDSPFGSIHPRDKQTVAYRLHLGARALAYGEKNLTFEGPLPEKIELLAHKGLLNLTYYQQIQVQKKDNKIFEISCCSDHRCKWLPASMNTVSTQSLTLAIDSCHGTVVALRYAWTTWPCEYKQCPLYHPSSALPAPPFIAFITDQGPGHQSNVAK
DDE Tn6 FP inh = disrupts Tn6 cyclic peptide binding to fibrin D-Dimer-E complex; Fibrin DD(E) TRITC-Tn6 fluorescence polarization displacement; inhibition, % at 8.3 µM; P02675; 0.21% of 370,000 active;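 active = inhibition above a per-campaign cutoff: mean of compounds within control limits plus 3 SD, cut at about 15% in these data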;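 note: 0% = median of all compound wells on the plate and 100% = blocking peptide control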
Target sequence (P02675 whole entry, looked up): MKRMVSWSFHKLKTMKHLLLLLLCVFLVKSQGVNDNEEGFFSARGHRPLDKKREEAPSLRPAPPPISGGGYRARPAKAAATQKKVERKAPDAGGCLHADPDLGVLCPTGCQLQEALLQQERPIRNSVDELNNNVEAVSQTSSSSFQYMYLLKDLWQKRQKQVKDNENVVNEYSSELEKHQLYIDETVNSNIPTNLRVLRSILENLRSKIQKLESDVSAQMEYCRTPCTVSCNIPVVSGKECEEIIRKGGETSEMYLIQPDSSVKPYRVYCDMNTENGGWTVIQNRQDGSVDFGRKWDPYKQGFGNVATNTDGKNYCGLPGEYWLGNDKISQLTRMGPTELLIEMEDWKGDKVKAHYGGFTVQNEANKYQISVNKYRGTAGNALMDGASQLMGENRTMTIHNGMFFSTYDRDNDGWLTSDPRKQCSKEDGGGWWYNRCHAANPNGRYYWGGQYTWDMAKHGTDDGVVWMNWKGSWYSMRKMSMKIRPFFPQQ
ADAM17 inh = inhibitors of human ADAM17. recombinant ADAM17, EDANS/DABCYL FRET peptide cleavage. inhibition, % at 6.95 µM. 0.83% of 370,000 active. AID 720648;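 active = inhibition above the mean of compounds lying between control limits plus 3 SD, set per campaign, cut at about 8.5% in these data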;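 note: 0% = DMSO-only wells as the low control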
TDP2 inh = blocks human TDP2 phosphodiesterase activity | AID 720702 | 0.34% of 370,000 active | inhibition, % at 12.8 µM | O95551 | recombinant TDP2, T5PNP hydrolysis, p-nitrophenol absorbance 415 nm;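 active = inhibition above the mean of all tested compounds plus 3 SD, set per campaign, cut at about 25% in these data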;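 note: 0% = DMSO with enzyme and 100% = buffer with substrate but no TDP2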
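Evaluation: % inhibition relative to enzyme-containing and enzyme-free wells. Material: recombinant human TDP2. Benchmarks: enzyme-free and DMSO wells. Timing: enzyme reaction with compound for 2 h at 37 °C. Compound dosing: 12.8 µM only. Measured by: p-Nitrophenol epi absorbance. Reagent: T5PNP substrate at 5 mM, a TopII-DNA adduct mimic. Replication: single well per compound.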
Tn7 DDE FP = inhibitors of Tn7 peptide binding to human fibrin DD(E); 0.13% of 370,000 active; FP displacement of FITC-Tn7 peptide from fibrin DD(E); 0% = median of compound wells per plate; inhibition, % at 8.3 µM; P02675;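 active = inhibition above the mean of compounds falling within the control limits plus 3 SD of them, cut at about 14% in these data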;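 note: 0% = plate median of compound wells and 100% = 10 µM Aha-Tn7 peptide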
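Test system – human fibrin DD(E) · Times – 10 min preincubation, 3 h with tracer, room temperature · Detection – fluorescence polarization of the labelled Tn7 tracer · Measure – percent inhibition normalized to high-control wells · Benchmarks – high control wells with 10 µM unlabelled Aha-Tn7 peptide (full inhibition) · Repeats – singlicate testing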
PLCb3 inh = blocks human PLC-beta3 enzyme activity; Purified PLC-beta3, fluorogenic substrate, fluorescence; 0.18% of 370,000 active; AID 720704; inhibition, % at 12.2 µM; in the data active = inhibition above about 11%;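 note: 0% = median of compound wells on plate and 100% = full blocker control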
ADAM10 inh = inhibitors of human ADAM10. O14672. recombinant ADAM10, EDANS/DABCYL FRET peptide cleavage, 3 h. inhibition, % at 7 µM. 0.62% of 370,000 active. AID 720582;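 active = inhibition above a per-campaign cutoff equal to the mean of compounds falling between control-based bounds plus 3 SD, cut at about 20% in these data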;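 note: 0% = DMSO wells while the 100% control is not disclosed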
PLC-gamma1 inh = PLC-gamma1 (human) inhibition, primary screen | AID 720700 | P19174 | inhibition, % at 12.2 µM | 0.84% of 370,000 active | purified PLC-gamma1, fluorogenic substrate, fluorescence; in the data active = inhibition above about 9.5%
Numbers without * were called inactive.

Sample of the layout (6 entries):
item	compound	DDE Tn6 FP inh	ADAM17 inh	ARFGAP1 inh	PLC-gamma1 inh	PLCb3 inh
1	O=C(NNc1ncccc1Cl)c1c(Cl)cccc1Cl	-2.3	-2.2	-3.8	2.1	-4.5
2	CC(C)NCC(O)COc1ccc(CCOCC2CC2)cc1 (stereo not given)	4.0	-3.6	-3.6	3.9	-3.4
3	COc1ccc(S(=O)(=O)NC(C)C(=O)Nc2ccc3c(c2)OCCO3)cc1OC (stereo not given)	-5.4	2.0	-2.9	6.5	4.3
4	O=C(CSc1ccccc1)NC1CC1	0.0	2.4	-6.0	2.3	0.3
5	COC(=O)c1nnc(-c2ccccc2)nc1OC	-7.8	-4.5	1.6	6.7	1.7
6	Cc1cccc(C(CC(=O)N2CCCCC2)c2ccccc2)c1O (stereo not given)	3.0	1.7	-2.4	0.1	-5.2

item	Tn7 DDE FP	ASAP1 inh	ADAM10 inh	TDP2 inh	SIAE inh
1	-13.1	10.1	-4.1	5.5	-3.7
2	-1.3	6.3	5.7	-7.6	-6.9
3	-0.2	-1.2	1.2	-4.9	7.1
4	5.2	2.5	-0.6	2.4	0.2
5	1.0	-0.5	-4.8	-3.4	3.6
6	-5.7	2.1	-2.3	7.2	8.5

Main list, previewed entries included:
item	compound	DDE Tn6 FP inh	ADAM17 inh	ARFGAP1 inh	PLC-gamma1 inh	PLCb3 inh
1	O=C(NNc1ncccc1Cl)c1c(Cl)cccc1Cl	-2.3	-2.2	-3.8	2.1	-4.5
2	CC(C)NCC(O)COc1ccc(CCOCC2CC2)cc1 (stereo not given)	4.0	-3.6	-3.6	3.9	-3.4
3	COc1ccc(S(=O)(=O)NC(C)C(=O)Nc2ccc3c(c2)OCCO3)cc1OC (stereo not given)	-5.4	2.0	-2.9	6.5	4.3
4	O=C(CSc1ccccc1)NC1CC1	0.0	2.4	-6.0	2.3	0.3
5	COC(=O)c1nnc(-c2ccccc2)nc1OC	-7.8	-4.5	1.6	6.7	1.7
6	Cc1cccc(C(CC(=O)N2CCCCC2)c2ccccc2)c1O (stereo not given)	3.0	1.7	-2.4	0.1	-5.2
7	N#CCNC1CC(=O)N(c2ccccc2)C1=O (stereo not given)	0.4	-5.5	-4.4	-2.3	-0.2
8	CCc1nnc(NC(=O)c2ccc(S(=O)(=O)N3CCCCC3C)cc2)s1 (stereo not given)	-0.4	2.5	-4.2	1.8	5.0
9	O=C(CCC(=O)NCCCc1ccccc1)NCCCc1ccccc1	1.9	-0.4	-3.3	1.8	-0.7
10	CCOC(=O)C1=C(C)N=c2s/c(=C\c3cccc(OCC(=O)O)c3)c(=O)n2C1c1ccccc1 (stereo not given)	5.4	0.5	-1.8	-0.8	-8.9

item	Tn7 DDE FP	ASAP1 inh	ADAM10 inh	TDP2 inh	SIAE inh
1	-13.1	10.1	-4.1	5.5	-3.7
2	-1.3	6.3	5.7	-7.6	-6.9
3	-0.2	-1.2	1.2	-4.9	7.1
4	5.2	2.5	-0.6	2.4	0.2
5	1.0	-0.5	-4.8	-3.4	3.6
6	-5.7	2.1	-2.3	7.2	8.5
7	0.3	-15.7	-0.9	3.7	0.9
8	-9.9	-7.1	1.0	-6.1	9.3
9	7.6	-26.0	9.4	10.4	2.9
10	10.2	2.4	7.6	23.9	-0.7

The results go on:
item	compound	DDE Tn6 FP inh	ADAM17 inh	ARFGAP1 inh	PLC-gamma1 inh	PLCb3 inh
11	CN1/C(=C\C(=O)COC(=O)c2nccnc2N)C(C)(C)c2ccccc21	2.5	-20.0	7.2	-23.0	-28.0
12	COc1ccc(NC(=S)NCCc2ccc(F)cc2)c(OC)c1	-3.6	2.1	1.0	5.6	2.3
13	CC1CCCC(C)N1S(=O)(=O)c1ccc(S(=O)(=O)NCc2ccccc2)cc1 (stereo not given)	6.7	-2.1	6.7	-2.0	-0.4
14	Cc1ccccc1-c1ncc(CN2CCN(C3CCCC3)C(CCO)C2)cn1 (stereo not given)	-2.5	-2.5	9.6	0.9	-4.9
15	COc1cc(OC)c(OC)cc1CNC(=O)c1ccc(S(=O)(=O)N2CC(C)OC(C)C2)cc1 (stereo not given)	7.0	-4.5	-8.0	1.4	-5.9
16	CCCc1[nH]nc2c1C1(C(=O)N(C(C)C)c3ccccc31)C(C#N)=C(N)O2 (stereo not given)	0.9	0.8	-3.4	-0.3	-3.1
17	O=C(Nc1cccnc1)c1cc(-c2cccc(Cl)c2)on1	1.5	-0.5	-5.9	-1.2	-5.1
18	O=C1Nc2ccccc2C1=NN1CCCCCC1	0.2	-3.2	2.3	-0.9	2.7
19	CCN(CCCNC(=O)CN1C(=O)COc2ccccc21)c1cccc(C)c1	-10.8	-5.0	-8.3	0.1	2.6
20	O=C(CN1CCN(c2ccccn2)CC1)Nc1cccc(Cl)c1Cl	8.3	-11.6	5.9	0.7	-10.6

item	Tn7 DDE FP	ASAP1 inh	ADAM10 inh	TDP2 inh	SIAE inh
11	3.5	3.0	-62.4	4.7	-3.6
12	-3.4	-5.4	7.7	-18.2	0.0
13	4.5	2.7	-7.2	4.8	-6.5
14	-3.0	-3.5	-6.4	1.3	2.9
15	-0.2	8.1	-5.4	9.3	11.0
16	-2.0	6.6	2.4	-9.4	2.3
17	-0.7	2.9	4.7	9.2	-4.8
18	2.9	-0.6	-11.8	-1.6	6.0
19	0.8	-4.0	7.5	-2.9	5.5
20	7.3	-5.8	-7.5	-1.7	2.2

Next section:
item	compound	DDE Tn6 FP inh	ADAM17 inh	ARFGAP1 inh	PLC-gamma1 inh	PLCb3 inh
21	CC(=O)NC1=NN(C(C)=O)C(c2ccc(C(C)C)cc2)S1 (stereo not given)	-1.2	-2.2	-8.1	0.9	4.3
22	CN1CCN(C(=O)c2cc3ccccc3cc2O)CC1	1.2	-3.6	3.4	-31.6	-43.3
23	O=C(NCC1CCCO1)c1sc(=S)n2c1[nH]c(=O)c1ccc(C(=O)N3CCCCC3)cc12 (stereo not given)	-3.3	-7.1	-1.7	-13.7	-14.4
24	Cc1ccc(N(C(=O)CNC(=O)c2ccco2)C(C(=O)NC2CCCC2)c2cccnc2)c(C)c1 (stereo not given)	1.0	-2.3	13.8	2.5	-7.9
25	Nc1nc(Sc2c([N+](=O)[O-])cc(C(F)(F)F)cc2[N+](=O)[O-])n[nH]1	4.2	-52.9	-0.9	5.0	5.4
26	O=S(=O)(Nc1cccc(-c2ccc(N3CCCCCC3)nn2)c1)c1ccc(C(F)(F)F)cc1	-10.5	7.5	-6.3	-9.3	-18.2
27	O=C1[C@H]2[C@H](C=CC[C@H]2C(=O)N2CCOCC2)CCN1Cc1ccc(Cl)c(Cl)c1	-0.5	-2.6	-29.1	-0.3	0.5
28	CCOC(=O)c1ccc2c(c1)NCc1cccc(OC)c1O2	-4.0	-25.0	8.1	-101.1	-163.0
29	Cc1ccc(NC(=O)COC(=O)c2cccc(OC(F)F)c2)cc1S(=O)(=O)N1CCCCC1	-3.2	9.1*	-5.2	0.6	-11.9
30	CC(C)(C)OC(=O)N1CC(O)CC1C(=O)OCC(=O)c1ccccc1 (stereo not given)	1.7	-2.2	2.8	2.2	4.8

item	Tn7 DDE FP	ASAP1 inh	ADAM10 inh	TDP2 inh	SIAE inh
21	-6.1	11.8	0.1	-2.7	5.5
22	-1.8	-8.7	-8.2	-6.6	0.9
23	3.3	-8.3	-1.0	4.9	-37.4
24	4.2	8.2	5.2	-7.9	-1.4
25	-0.5	-9.5	12.7	-11.0	1.3
26	7.2	1.7	24.1*	-6.2	-75.8
27	1.9	-7.2	-1.1	4.4	7.9
28	5.2	5.7	-50.7	10.6	0.4
29	10.2	16.9	12.2	1.2	-119.0
30	-0.8	2.7	3.1	9.1	-0.7

(next part)
item	compound	DDE Tn6 FP inh	ADAM17 inh	ARFGAP1 inh	PLC-gamma1 inh	PLCb3 inh
31	COc1ccc(CNC(=O)c2ccc(N3CCC4(CC3)CC(c3ccc(Cl)cc3)=NO4)c([N+](=O)[O-])c2)cc1	-13.3	-2.0	11.9	1.8	1.9
32	Cc1[nH]c2ccccc2c1/C=N/NC(=O)c1ccc(N)cc1	7.6	-4.6	1.1	-16.1	-28.2
33	O=[N+]([O-])c1ccc(COc2ccccc2CN2CCCCC2)cc1	2.8	-3.2	-6.2	-3.2	0.9
34	Cn1ncc2c(Nc3cc(Cl)cc(Cl)c3)ncnc21	-2.6	-0.5	21.3	-7.8	-17.6
35	CCCCN([C@H](CO)C(C)C)S(=O)(=O)c1ccccc1Br	1.0	-2.2	7.1	0.0	2.0
36	Cc1ccc(SCc2nnc(NC(=O)c3ccccc3)s2)cc1	7.9	-1.3	3.0	8.0	0.6
37	Cc1ccc(C2=NCCNC2=O)c(C)c1	-5.7	2.5	1.6	6.1	4.3
38	O=C(CSc1n[nH]c(=O)[nH]c1=O)Nc1ccccc1C(=O)c1ccccc1	-4.2	-6.0	-2.5	0.0	-7.9
39	Cc1cccc(C(=O)NCC(=O)N(C)Cc2nc3ccccc3c(=O)[nH]2)c1	4.6	-1.7	-2.7	-2.1	-7.1
40	Cc1ccc2c(c1)c1c(n2CC(O)CN2CCCCCC2)CCCC1 (stereo not given)	7.8	-2.1	4.6	-5.5	-11.6

item	Tn7 DDE FP	ASAP1 inh	ADAM10 inh	TDP2 inh	SIAE inh
31	2.5	1.9	2.5	5.4	-3.1
32	4.9	8.5	-1.3	9.7	2.5
33	0.4	1.8	-3.7	7.2	8.2
34	-7.3	-1.3	-6.7	-2.1	-6.2
35	-5.0	0.6	-12.0	-2.2	-4.5
36	-2.2	6.2	-7.7	3.5	-5.9
37	2.1	3.6	5.0	-14.0	-1.3
38	3.5	-8.1	-2.0	-2.1	-3.7
39	3.9	-18.1	-7.0	6.8	4.4
40	2.2	7.6	-8.1	11.1	13.1

(list continues)
item	compound	DDE Tn6 FP inh	ADAM17 inh	ARFGAP1 inh	PLC-gamma1 inh	PLCb3 inh
41	COc1cccc(-c2csc(NC(=O)Oc3ccccc3)n2)c1	-3.1	0.7	-8.1	-1.1	0.5
42	S=C(c1ccc(-c2ccc(Cl)cc2)o1)N1CCCCC1	-2.0	0.6	1.5	2.7	1.9
43	C#CC(C)(C)NC(=O)c1cnc(-c2ccccc2)nc1-c1ccccc1	6.4	0.3	1.6	3.3	-0.9
44	O=C(O)CN1C(=O)C2(OCCCO2)c2ccccc21	2.5	1.5	7.8	2.9	0.9
45	Cc1ccc(NC(=S)N2CCCC2)cc1Cl	0.1	-1.7	17.5	-0.5	-2.8
46	NS(=O)(=O)c1ccc(NC(=O)COC(=O)c2ccc3c(c2)OCCO3)cc1	-2.0	-1.7	3.1	1.2	-5.1

item	Tn7 DDE FP	ASAP1 inh	ADAM10 inh	TDP2 inh	SIAE inh
41	2.2	-11.8	-14.4	0.9	2.2
42	-7.2	6.6	-3.6	-7.1	-1.0
43	-11.0	13.0	-1.1	-7.1	5.2
44	-8.2	-7.4	4.1	-15.7	-3.5
45	6.0	4.0	-4.6	-6.4	3.5
46	7.6	-18.2	1.5	-0.8	-17.7
